Bioassay records: PubChem BioAssay, National Center for Advancing Translational Sciences (NCATS)
SMN2 splice enh – enhancers of SMN2 splice variant expression; HEK293 SMN2-luciferase splicing reporter, luminescence, 30-36 h; Potency, µM (highest dose often 46.1 µM), inactives show top-dose activity change, positive = activation, actives largely listed as activators; 2.8% of 210,000 active; also: potency is read from the fitted curve at half-maximal effect; % of control where 0% means no effect; nearly all actives have a fitted effect of over 55% in size
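HEK293 cells carry an SMN2 […]–luciferase reporter in which exon 7 inclusion puts luciferase in frame. Cells were plated 10-12 h before compound addition, then incubated 30-36 h at 37C. ONE-Glo luminescence was read; sodium butyrate at 4.5 mM final served as control.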
HTT cytoprotect – cytoprotection in Huntington HTT-Q103 PC12 cell model; PC12 HTT-Q103 induced, cytoprotection, ATP luminescence, 40 h; Potency, µM (titrated, usually from 56.4 µM), for inactives: cytoprotection (ATP increase), most hits filed as activators; 0.14% of 230,000 active;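 also: potency is read from the fitted curve at half-maximal effect; % of control where 0% means no effect; nearly all actives have a fitted effect of over 45% in size; toxic huntingtin expression switched on by the ecdysone agonist tebufenozide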
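Readout: ATPlite luminescence (ATP level). Model: stable PC12, inducible Htt exon1 Q103-GFP. Inducer: tebufenozide, 100 nM final. Compounds: dose series. No G418 in medium.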
IMPase Li inh – IMPase inhibition in cells with lithium potentiation; AID 1457; CHO-M1 cells, IP1 TR-FRET (IP-One), carbachol + lithium; 0.35% of 210,000 active; Potency, µM (titrated, usually from 59.4 µM), for the others: at the highest dose activity, negative = IMPase inhibition, most hits filed as inhibitors;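 also: IP1 builds up when IMPase is blocked and the TR-FRET signal falls; potency is read from the fitted curve at half-maximal effect; plate controls were basal vehicle for no effect and high inhibitor control for full effect; nearly all actives have a fitted effect of over 50% in size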
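Lithium-sensitised IP1 accumulation assay; M1-expressing CHO cells treated 30 min at 37C with compound. Competitive antibody detection by time-resolved FRET followed a 10 min room-temperature lysis step.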
CBFb-RUNX1 inh – inhibitors of human CBF-beta and RUNX1 interaction; AID 1477; Q01196+Q13951; Potency, µM (doses to about 59.8 µM), without a hit: at the highest dose activity, negative = inhibition, usual class: inhibitors; 230,000 tested, under 10 active; AlphaScreen CBFb-His/RUNX1-biotin binding, biochemical; also: % of control where 0% means no effect
Target sequence (Q01196 whole entry, looked up): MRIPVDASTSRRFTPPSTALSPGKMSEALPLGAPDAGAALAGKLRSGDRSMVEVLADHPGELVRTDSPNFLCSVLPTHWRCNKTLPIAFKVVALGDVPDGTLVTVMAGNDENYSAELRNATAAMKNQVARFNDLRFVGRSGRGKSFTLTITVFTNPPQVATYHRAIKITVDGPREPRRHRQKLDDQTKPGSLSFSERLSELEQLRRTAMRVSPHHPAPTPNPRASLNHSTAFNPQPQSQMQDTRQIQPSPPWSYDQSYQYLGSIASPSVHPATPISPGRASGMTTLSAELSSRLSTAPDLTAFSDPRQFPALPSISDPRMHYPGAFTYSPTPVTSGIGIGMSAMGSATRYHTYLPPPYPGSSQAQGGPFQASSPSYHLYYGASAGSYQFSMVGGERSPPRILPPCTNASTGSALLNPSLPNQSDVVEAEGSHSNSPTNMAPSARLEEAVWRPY
Target sequence (Q13951 whole entry, looked up): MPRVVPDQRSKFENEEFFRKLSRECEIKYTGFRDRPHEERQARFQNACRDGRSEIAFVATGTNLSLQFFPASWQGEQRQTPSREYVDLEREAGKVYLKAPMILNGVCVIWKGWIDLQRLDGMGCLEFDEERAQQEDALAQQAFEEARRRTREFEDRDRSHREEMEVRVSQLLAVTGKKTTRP
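Proteins preincubated together for 20 min at RT before compound addition; 15 min later, nickel and streptavidin beads were added and left 90 min prior to AlphaScreen measurement.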
HttQ103 aggreg – mutant huntingtin aggregation inhibition; 1.1% of 220,000 active; PC12 HttQ103-GFP aggregates, Acumen cytometry, 40 h; Potency, µM (series often up to 46.1 µM), for inactives: at the highest dose activity change, negative = inhibition, most hits filed as inhibitors; AID 1688; also: potency is read from the fitted curve at half-maximal effect; % is scaled to controls: 0 for no effect and ±100 for the full control effect; nearly all actives have a fitted effect of over 60% in size
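PC12 cells with ecdysone-inducible HTT exon1 Q103-GFP, induced by 100 nM tebufenozide, given compounds in a concentration series. GFP aggregates (1–25 um, 6 SD above background) counted in lysates by laser-scanning cytometry, 488 nm excitation.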
KinaseGlo FLuc – counter-screen: inhibitors of Kinase-Glo firefly luciferase; 0.28% of 200,000 active; Potency, µM (titrated, usually from 38.3 µM), inactives show at the top dose activity change, negative = inhibition, usual class: inhibitors; Kinase-Glo luciferase, ATP luminescence, 8 min; Q27757; also: potency is read from the fitted curve at half-maximal effect; % is scaled to controls: 0 for no effect and ±100 for the full control effect; nearly all actives have a fitted effect of over 60% in size
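Recombinant Kinase-Glo luciferase, 10 uM ATP (linear range), luciferin; imidazole pH 7.2 / KCl / MgCl2 / Tween / BSA buffer; 8 min RT; luminescence.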
LMNA splice mod – LMNA splicing modulation; HeLa LMNA splicing GFP/RFP minigene ratio, 48 h; Potency, µM (series often up to 46.1 µM), for the others: at the top dose ratio change, negative = inhibition, hits mostly inhibitors; 0.01% of 200,000 active; AID 1487; active = well fitted inhibition curve with a large enough effect in the signal ratio, with a control signal flat, not every such curve was filed as active; inconclusive = small, poorly fitted or top-dose-only effect, or effect the other way, or a change in a side signal; the % refers to the signal ratio; also: potency is read from the fitted curve at half-maximal effect; % is scaled to controls: 0 for no effect and ±100 for the full control effect
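Read-out is the ratio of GFP to DsRed2 object intensity, acquired by 488 nm laser-scanning cytometry on HeLa lamin A-EGFP minigene reporter cells. Compound incubation 48 hrs at 37 °C in Opti-MEM with 2% FBS; DMSO 0.5% final.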
An asterisk follows results filed as active; u = inconclusive; x = not tested or not shown; [ ] = remark or other dose. Unless noted, calls follow the shape of the dose curve; as a rule, active = well fitted curve in the direction sought with a large enough effect; inconclusive = small, poorly fitted or top-dose-only effect, or another doubt; inactive = no such curve, though single readings can be large; an effect the other way counts as inactive or inconclusive.

SMILES	SMN2 splice enh	HTT cytoprotect	IMPase Li inh	CBFb-RUNX1 inh	HttQ103 aggreg	KinaseGlo FLuc	LMNA splice mod
CC(=O)Nc1cc(C(=O)c2ccccc2)ccc1N1CCOCC1	-10%	11%[10 µM]	25%[38.3 µM]	13%	2%	4%	-7%
Brc1ccc(/C=N/Nc2ccccc2)cc1	29%	-2%[10 µM]	-6%	-15%	5%	-4%	u
O=Cc1cc2ccccc2nc1SCCCF	-9%	-15%[10 µM]	-5%	-17%	-5%	-1%	-16%[46 µM]
O=c1oc2ccccc2cc1NCc1ccccc1O	5%	15%[10 µM]	11%	2%	1%	1%	u
O=C(c1ccncc1)N1CCN(C2CCC(c3ccccc3)CC2)CC1 (stereo not given)	x	-5%[10 µM]	x	17%	-17%[9.22 µM]	x	x
CC1CCc2ccccc2N1C(N)=Nc1ccccc1 (stereo not given)	-14%	-13%	10%	-1%	5%	11%	21%[46 µM]
O=c1oc2ccccc2c(O)c1/C=N/c1ncccn1	-27%	-6%[10 µM]	-8%[38.3 µM]	-12%	7%	u	-1%
O=c1[nH]c(CSc2nnc(-c3ccco3)n2-c2ccccc2)nc2sc3c(c12)CCC3	-3%	-32%	9%[38.3 µM]	-6%	-2%	3%	13%
C/C(=N\NC(=S)NC1CCCCC1)c1cccs1	-14%	11%	18%	-6%	2%	2%	x
Cn1c(=O)c2c(SC3CCCC3)nc(C3CC3)nc2n(C)c1=O	-18%	-3%	6%[38.3 µM]	0%	-5%	15%	-2%
CCc1ccc(NC2CC(=O)N(CCc3ccc(OC)c(OC)c3)C2=O)cc1 (stereo not given)	-4%	x	16%	-12%	-14%	-1%	u
Cc1ccc(S(=O)(=O)Oc2ccc(/C=N/NC(=O)c3nn(C)cc3[N+](=O)[O-])cc2)cc1	-19%	36%[10 µM]	1%	-7%	5%	4%	u
C=CCC(Nc1ccc(OC)cc1)C(=O)OCC (stereo not given)	-2%	14%	5%	16%	x	1%	x
NNC(=O)c1csc(-c2ncc(C(F)(F)F)cc2Cl)n1	x	14%[10 µM]	x	2%	4%[9.22 µM]	x	x
CNC(=S)N(CCc1c(C)[nH]c2ccc(OC)cc12)Cc1cccnc1	-17%	5%	-1%	2%	-11%	13%	14%[9.22 µM]
O=C(O)C1CCCN(S(=O)(=O)c2ccc(Br)s2)C1 (stereo not given)	-17%	-20%	-9%	-3%	4%	2%	13%[9.22 µM]
COc1ccc(C(=O)COC(=O)c2ccc(NC(C)=O)cc2)cc1[N+](=O)[O-]	-9%	-6%	13%[38.3 µM]	0%	-2%	-8%	13%
O=C1C2CC=CCC2C(=O)N1CC1CCCO1 (stereo not given)	-15%	-2%[0.074 µM]	-4%[38.3 µM]	6%	10%	-2%	-3%
CC(=O)CCS(=O)(=O)c1ccc(C)c(C)c1	15%	-32%	22%[38.3 µM]	18%	u	-3%	-3%
Cc1nc2ccc(NS(=O)(=O)c3ccc(C)c(C)c3)cc2s1	-70%[inhibitor]	8%	29%[38.3 µM]	-2%	u	4%	u
O=C(COC(=O)c1ccc[nH]c1=O)NC1CCCCCC1	6%	9%	4%	2%	12%	0%	0%[46 µM]
O=C1CCC(C(=O)NCCN2C(=O)S/C(=C\c3cccnc3)C2=O)=NN1	-9%	-24%	8%	12%	0%	1%	x
CCOC(=O)C1C(=O)C=C(/C=C/c2ccc(N(C)C)cc2)CC1c1ccccc1 (stereo not given)	3%	-2%[10 µM]	-22%	12%	u	-2%	u
Fc1ccc(F)c(NC(=S)NCCc2ccccc2)c1	-37%[inhibitor]	3%[10 µM]	8%	7%	u	4%	u
CCOC(=O)c1sc(-c2ccccc2)cc1NC(=O)Nc1ccccc1	-10%	14%[10 µM]	3%	0%	u	0%	u
Cn1cc(C=O)c2ccccc21	x	1%[10 µM]	-15%	0%	3%[9.22 µM]	-1%	x
O=C(CCN1C(=O)c2ccccc2C1=O)C1=NN[C@@H]2C(=O)N(c3ccc(F)cc3)C(=O)[C@H]12	u	2%[10 µM]	-3%	-1%	-5%	-7%	6%
COc1ccc(OC)c(CNc2nc3ccccc3n2CCN2CCCCC2)c1	0%	7%	15%[38.3 µM]	-15%	6%	1%	-9%
O=[N+]([O-])c1ccccc1-c1nc(-c2ccc(Br)o2)no1	17%[1.84 µM]	12%[10 µM]	-1%	-16%	0%	-3%	-12%
CN=c1scc(-c2ccc(OC)cc2)n1/N=C(\C)c1cccnc1	-21%	-109%[inhibitor]	33%[activator]	u	u	3%	-2%[46 µM]
Cc1cccc(OCCCCCNCCO)c1	-7%	-1%	-2%[38.3 µM]	-1%	-3%	-7%	-2%
CCOC(=O)CSc1ncnc2c1cnn2-c1ccc(Cl)cc1	7%	-19%[10 µM]	9%[38.3 µM]	2%	-13%	1%	u
Cn1c(=N)n(CC(=O)c2ccccc2)c2ccccc21	x	-49%[inhibitor][10 µM]	x	1%	1%[9.22 µM]	x	x
Cn1c(=O)c2c(nc(CN3CCc4ccccc4C3)n2CCCO)n(C)c1=O	-20%	-28%	-3%	2%	-12%	1%	x
O=C(Nc1ccc(OC(F)F)c(Cl)c1)c1ccccn1	11µM*	-57%[inhibitor]	-2%	14%	-16%	-14%	0%[46 µM]
Nc1cccc(Cl)c1N1CCOCC1	-7%	0%	-27%[38.3 µM]	1%	-8%	-1%	8%
CCCC(=O)NCCc1ccc(S(N)(=O)=O)cc1	-4%	21%	27%[38.3 µM]	-9%	-1%	-1%	16%
C=CCn1c(O)c(N=NC(=O)c2ccc3c(c2)OCO3)c2ccccc21	-8%	-15%	-6%[38.3 µM]	4%	-2%	-4%	6%[0.0737 µM]
CCCCN1C(=O)C(=O)N(c2ccccc2)C1=S	11µM*	x	1%	-3%	-6%	-13%	3%
CCC(=O)NC(c1cccc([N+](=O)[O-])c1)c1c(O)ccc2ccccc12 (stereo not given)	x	9%[10 µM]	19%	-9%	25%[9.22 µM]	2%	x

Entries of single compounds from above. Values in the order: SMN2 splice enh, HTT cytoprotect, IMPase Li inh, CBFb-RUNX1 inh, HttQ103 aggreg, KinaseGlo FLuc, LMNA splice mod
Profile of `O=C(CCN1C(=O)c2ccccc2C1=O)C1=NN[C@@H]2C(=O)N(c3ccc(F)cc3)C(=O)[C@H]12` = u, 2%[10 µM], -3%, -1%, -5%, -7%, 6%
Profile of `COc1ccc(C(=O)COC(=O)c2ccc(NC(C)=O)cc2)cc1[N+](=O)[O-]` = -9%, -6%, 13%[38.3 µM], 0%, -2%, -8%, 13%
Profile of `CCOC(=O)C1C(=O)C=C(/C=C/c2ccc(N(C)C)cc2)CC1c1ccccc1` (stereo not given) = 3%, -2%[10 µM], -22%, 12%, u, -2%, u
Profile of `O=c1[nH]c(CSc2nnc(-c3ccco3)n2-c2ccccc2)nc2sc3c(c12)CCC3` = -3%, -32%, 9%[38.3 µM], -6%, -2%, 3%, 13%
Profile of `CCOC(=O)c1sc(-c2ccccc2)cc1NC(=O)Nc1ccccc1` = -10%, 14%[10 µM], 3%, 0%, u, 0%, u

Continued:
SMILES	SMN2 splice enh	HTT cytoprotect	IMPase Li inh	CBFb-RUNX1 inh	HttQ103 aggreg	KinaseGlo FLuc	LMNA splice mod
Cc1ccccc1OCCc1c(C)[nH]c(=S)[nH]c1=O	-27%	-50%[inhibitor][10 µM]	6%	-24%	18%	1%	u
COc1cc(O)oc1C=Nc1ccc(C(=O)O)cc1	0%	-12%	4%	12%	30%	13µM*	19%[9.22 µM]
O=C(Nc1ccc2c(c1)Cc1ccccc1-2)c1ccc(Br)o1	u	-4%[10 µM]	6%	-4%	7%	-1%	-7%
N#Cc1ccc(NC(=O)Nc2cccc(C#N)c2)cc1	x	-24%[10 µM]	x	0%	-31%[9.22 µM]	x	u
C[C@@H]1Oc2ccc(C(=O)C[C@@H](C(=O)O)c3ccc4c(c3)OCO4)cc2O1	-2%[9.22 µM]	-10%[10 µM]	-7%	x	x	-6%[7.66 µM]	x
Cc1ccc(NC2=NCC(=O)N2Cc2ccc3c(c2)OCO3)c(C)c1	-4%	-12%[10 µM]	12%[38.3 µM]	5%	4%	1%	-4%
CC(C)c1cc(N2CCC(=O)NC2=O)cc(C(=O)O)c1O	-5%	x	-8%	4%	-24%	-2%	-6%
O=C(Nc1ccc(OC(F)(F)F)cc1)C1CC(c2ccc(F)cc2)=NO1 (stereo not given)	-45%[inhibitor]	-9%	6%	-3%	-25%	6%	-2%[9.22 µM]
CCC(C)NC(=O)CC(NS(=O)(=O)c1ccc(Cl)cc1)c1ccco1 (stereo not given)	-12%	-36%[10 µM]	14%[38.3 µM]	1%	u	3%	14%
CC(NS(=O)(=O)c1ccc([N+](=O)[O-])cc1)C(c1cccs1)N1CCOCC1 (stereo not given)	-24%	-5%	1%	-3%	9%	-1%	-3%[9.22 µM]
CCOC(=O)c1c(NC(=O)CN2CCOCC2)sc(C(=O)NC)c1C	15%	7%	22%[38.3 µM]	-1%	7%	-3%	14%
CCOC(=O)N1CCc2c(sc3ncn(Cc4ccc(F)cc4)c(=O)c23)C1	x	-8%[10 µM]	x	3%	-10%[9.22 µM]	x	x
CCOC(=O)c1cccnc1SC(CC)C(=O)NCc1ccco1 (stereo not given)	-4%	5%[10 µM]	9%[38.3 µM]	-3%	-1%	-5%	0%
CCCCNc1nc(C)nc2c1nc(-c1ccccc1)n2CCN1CCCC1	-7%	-32%[inhibitor]	1%	11%	x	0%	x
COCC(=O)NCc1ccc2c(c1)cc(C)n2C	7%	x	18%	2%	11%	1%	-10%
COc1ccc(/C(C)=C2\SC(=S)N(CCC(=O)O)C2=O)cc1	3%	11%	13%[38.3 µM]	-3%	10%	-2%	7%
CCOC(=O)c1sc(Nc2nc3c(OC)cccc3s2)nc1C	u	-34%	9%[38.3 µM]	u	-4%	-8%	u
COc1ccc(NC(=O)Cn2nnc(-c3ccccc3N)n2)cc1OC	-8%	-20%[10 µM]	19%[38.3 µM]	-7%	-3%	-3%	-1%
O=C(CSc1nnnn1-c1ccc(Cl)cc1)NNC(=O)c1ccc([N+](=O)[O-])cc1	4%	20%[10 µM]	-1%	-20%	-10%	1%	3%
Cc1cc(N2CCC(C(N)=O)CC2)nc(-c2ccccc2)n1	16%	-5%	17%[38.3 µM]	-1%	-5%	0%	-4%
O=C(Nc1ccn(Cc2ccccc2F)n1)c1ccc(COc2ccccc2Cl)cc1	-84%[inhibitor]	-22%	39%[activator][38.3 µM]	3%	-23%	-6%	u
COc1ccc(C(=O)CCN2CCc3cc(OC)c(OC)cc3C2)cc1	16%	-33%	2%	3%	u	0%	u
